Screens from PubChem.
TRHR ag – agonists of human TRH receptor; AID 493084; TRHR cells, calcium flux fluo-8, FDSS agonist mode; activation, % at 2 µM; 360,000 tested, 0.18% active; in the data active = activation above about 30%; also: 0% is about no effect
Target sequence (P34981 whole entry, looked up): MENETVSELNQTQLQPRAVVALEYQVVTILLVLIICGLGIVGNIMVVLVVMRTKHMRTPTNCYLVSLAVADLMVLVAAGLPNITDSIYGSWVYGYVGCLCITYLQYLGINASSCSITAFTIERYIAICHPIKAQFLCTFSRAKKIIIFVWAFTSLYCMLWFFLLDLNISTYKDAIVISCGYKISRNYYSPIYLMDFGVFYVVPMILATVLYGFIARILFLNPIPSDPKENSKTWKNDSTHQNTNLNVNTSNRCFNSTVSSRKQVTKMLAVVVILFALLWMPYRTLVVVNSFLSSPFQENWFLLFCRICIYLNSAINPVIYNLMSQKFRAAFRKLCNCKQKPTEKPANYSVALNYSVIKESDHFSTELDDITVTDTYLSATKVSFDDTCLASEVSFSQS
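Read-out: compound-evoked intracellular calcium rise in TRHR cells, fluo-8 dye, kinetic FDSS fluorescence at 1 s/cycle following a 10-cycle baseline. Cells cultured overnight before dye loading (30 min–1.5 h, RT).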
TRHR enhancer – TRH receptor (human) allosteric enhancement; TRHR cells, fluo-8 calcium fluorescence, EC20 TRH enhancement; enhancement, % at 2 µM; 360,000 tested, 0.66% active; in the data active = enhancement above about 30%; also: 0% is about no effect
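TRHR-expressing cells loaded with fluo-8 calcium dye were read kinetically (ex 480/em 530) during compound addition, then stimulated with an EC20 of TRH (10 nM final). Enhancement of the Gq-mediated intracellular calcium response was scored.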
mIDH1 inhibitor – blocks human mutant IDH1 R132H enzyme; O75874; IDH1-R132H enzyme, NADPH consumption, diaphorase/resazurin fluorescence; Potency, µM (titrated, usually from 76.6 µM), without a hit: at the top dose activity change, negative = inhibition, actives largely listed as inhibitors; 390,000 tested, 0.093% active; also: potency is read from the fitted curve at half-maximal effect; % is scaled to controls: 0 for no effect and ±100 for the full control effect; nearly all actives have a fitted effect of over 65% in size
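IDH1-R132H (0.5 ug/mL dispensed) in pH 7.5 Tris buffer was preincubated 30 min with compound, then given a substrate mix of 0.016 mM NADPH and 2 mM alpha-KG for 80 min at room temperature; remaining NADPH was read by diaphorase/resazurin fluorescence.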
PI4K2A block – inhibitors of human PI4K2A; Q9BTU6; purified PI4K2A, ADP-Glo luminescence, 1 h; stronger effect = lower value; activity change, negative = inhibition, % at 76.9 µM; 420,000 tested, 0.13% active; AID 1346378; in the data active = activity change below about -50%; inconclusive = mostly about -30% to -49%;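 also: -100% = wells without enzyme as full effect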
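In this quantitative HTS, ADP production by PI4K2A was quantified luminescently after 1 h at ambient temperature; 100 microM adenosine served as plate-quality control.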
D2 ag – activates the human D2 dopamine receptor | HEK293 T-REx D2 cells, calcium flux agonist mode | activation, % at 2 µM | 340,000 tested, 0.53% active;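 active = activation over 3 SD above normal in the single-dose calcium agonist read, cut at about 30% in these data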; also: 0% is about no effect
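HEK293 Trex D2 cells, tetracycline-induced, o/n 30 C 5% CO2; no-wash Ca dye, RT 30–90 min; 10-cycle baseline, 23 nl cpd added, kinetic Ca read 180 s; agonist hits = positive Ca response.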
TrxR1 substrate – is turned over as a substrate by rat TrxR1 | O89049 | purified TrxR1 substrate turnover, NADPH consumption readout | Potency, µM (titrated, usually from 114 µM), for the others: at the top dose activity change, negative = substrate turnover | 390,000 tested, 0.01% active; also: potency is read from the fitted curve at half-maximal effect; % is scaled to controls: 0 for no effect and ±100 for the full control effect; nearly all actives have a fitted effect of over 50% in size
Target sequence (O89049 whole entry, looked up): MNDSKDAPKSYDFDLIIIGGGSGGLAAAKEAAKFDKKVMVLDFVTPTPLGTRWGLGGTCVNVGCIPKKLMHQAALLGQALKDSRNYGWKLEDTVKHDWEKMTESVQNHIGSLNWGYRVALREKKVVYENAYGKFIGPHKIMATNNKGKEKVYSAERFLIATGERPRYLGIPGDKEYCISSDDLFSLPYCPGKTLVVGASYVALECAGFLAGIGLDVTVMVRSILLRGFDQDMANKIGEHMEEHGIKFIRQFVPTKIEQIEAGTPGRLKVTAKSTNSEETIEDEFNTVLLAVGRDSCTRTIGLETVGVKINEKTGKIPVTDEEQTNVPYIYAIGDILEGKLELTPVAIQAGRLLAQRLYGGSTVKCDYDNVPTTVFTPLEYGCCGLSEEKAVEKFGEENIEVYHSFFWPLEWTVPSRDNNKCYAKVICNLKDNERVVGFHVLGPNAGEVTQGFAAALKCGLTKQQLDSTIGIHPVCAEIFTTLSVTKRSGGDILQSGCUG
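Rat TrxR1, dispensed at 90 nM, was prereduced with 400 uM NADPH (final) for 5 min at ~22 deg C, then incubated with compound 15 min before 400 uM selenite. A first-read NADPH fluorescence drop versus no-compound background flagged substrates.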
USP1 inh – blocks the human USP1/UAF1 deubiquitinase complex; AID 743255; O94782; recombinant USP1/UAF1, Ub-Rhodamine cleavage fluorescence; 390,000 tested, 0.23% active; Potency, µM (titrated, usually from 57.1 µM), without a hit: top-dose activity change, negative = inhibition, actives largely listed as inhibitors; also: potency is read from the fitted curve at half-maximal effect; % is scaled to controls: 0 for no effect and ±100 for the full control effect; nearly all actives have a fitted effect of over 60% in size; inactives centre near -12
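In this screen, compounds sit with the deubiquitinase complex (1nM) for 15 min at room temperature before Ub-Rho is added at 150nM final. Fluorescence rise is then followed for 6 reads every 60 seconds.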
D2 antag – antagonizes the human D2 dopamine receptor | inhibition, % at 10 µM | HEK293 TREx D2 cells, calcium flux, dopamine EC80 | P14416 | 340,000 tested, 2% active; in the data active = inhibition above about 30%; also: 0% is about no effect
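Tetracycline-induced HEK293 TREx cells expressing D2 receptor forced-coupled to calcium signalling, loaded with no-wash calcium dye. Compounds added and calcium flux read 180 s, then dopamine added at EC80 and read a further 180 s.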
rTrxR1 inhibitor – blocks rat thioredoxin reductase 1. O89049. recombinant rTrxR1, NADPH fluorescence consumption, selenite substrate. Potency, µM (series often up to 114 µM), inactives show at the highest dose activity change, negative = inhibition, actives largely listed as inhibitors. 390,000 tested, 1% active. AID 588453; also: potency is read from the fitted curve at half-maximal effect; % is scaled to controls: 0 for no effect and ±100 for the full control effect; nearly all actives have a fitted effect of over 65% in size
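Rat TrxR1 (90 nM in the dispensed reagent) was pre-reduced with 400 uM NADPH for 5 min at room temperature, then incubated with compound for 15 min. After 400 uM selenite was added, NADPH fluorescence (Ex 340/Em 450 nm) was followed for 8 min.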
Active calls of the source: *; ? = inconclusive; . = no result given; [ ] = another dose, or the depositor's remark. Unless noted, calls follow the shape of the dose curve; as a rule, active = well fitted inhibition curve with a large enough effect; inconclusive = small, poorly fitted or top-dose-only effect; inactive = no such curve, though single readings can be large or run the other way.

Results follow in this order: TRHR ag, TRHR enhancer, mIDH1 inhibitor, PI4K2A block, D2 ag, TrxR1 substrate, USP1 inh, D2 antag, rTrxR1 inhibitor
Cc1c(N=Cc2c(O)n(C)c(=O)c3ccccc23)c(=O)n(-c2ccccc2)n1C
 : 0.7, -1, -4%, 0, -0.1, -2%, ?, 4, 3%
COc1ccc2nc(NC(=O)CN3C(=O)NC4(CCCCC4)C3=O)sc2c1
 : 0.7, 7, -4%, 2, 0.3, -15%, -7%, -9, -15%
O=C(Nc1ccc(N2CCCC2)cc1)c1ccc(Cl)cc1Cl
 : 0.0, 3, -1%, 2, 0.9, 2%, -14%, -23, 33%
CN1CCN(C(=O)/C=C/c2cccc(Cl)c2)CC1
 : 0.1, -6, 1%, -4, 0.2, -6%, -15%, 3, 3%
O=C(/C=C\c1ccc2c(c1)OCO2)NC1CC(=O)N(c2ccccc2)C1 (stereo unspecified)
 : -0.4, -2, -10%, 2, 0.6, 7%[57.1 µM], 11%, ., -2%[57.1 µM]
CCOc1ccc(C(=O)NC(=S)NCc2cccnc2)cc1[N+](=O)[O-]
 : -0.9, -2, -2%, -4, -1.4, 5%, -18%, 7, -1%
COCCCNC(=O)c1c(C)nn(-c2ccc(F)cc2)c1-n1cccc1
 : -0.1, 0, -13%, -5, 0.5, 2%, -35%, ., 21%
CCOc1ccc2c(c1)c(=O)c(S(=O)(=O)c1ccc(CC)cc1)cn2CC
 : -1.5, -1, -1%, -2, -0.6, 6%, -19%, ., 16%
C/C(CC(=O)Nc1ccccn1)=N\NC(=O)c1ccccc1O
 : 0.9, -5, -3%, -8, 2.6, -4%, -10%, 47*, 5%
COc1ccc(C(=O)NC(Nc2ccccc2)C(Cl)(Cl)Cl)cc1 (stereo unspecified)
 : 5.4, -9, -3%, 1, -0.3, -2%, -23%, -13, 8%
CCN(Cc1ccccc1)S(=O)(=O)c1ccc(F)c(C(=O)Nc2cc(C)ccc2OC)c1
 : 0.5, 0, -10%, -3, 0.1, -10%[57.1 µM], -15%, ., -5%[57.1 µM]
Cc1cc(C)c2nc3s/c(=C/c4ccc5c(c4)n(C)c(=O)n5C)c(=O)n3c2c1
 : 1.2, 4, ., ., 0.6, ., ., -9, .
COC(=O)[C@]1(C)CCC[C@@]2(C)C3CC[C@@]4(C)C[C@]3(CCC21)CC(=O)N4 (stereo partly specified)
 : 0.9, 0, 0%, 0, 1.2, -2%, -18%, 2, 1%
Cc1cccc(OCC(=O)NCc2cc(C)nc3ccccc23)c1
 : 8.6, 5, 10%, 0, -0.3, 1%, -22%, 10, 23%
Cc1c(C#N)c2ccccc2n1CC(=O)N1CCCc2ccccc21
 : -0.1, -4, 2%, -3, 0.1, -14%, -4%, -9, 13%[57.1 µM]
Cc1nnc(SCc2ccccc2Cl)n1CC1CCCO1 (stereo unspecified)
 : ., ., 3%, 1, ., -10%, -6%, ., -8%
COc1ccc(-c2cc(-c3ccccc3)nc(SCC(=O)Nc3ccccc3C)c2C#N)cc1
 : 0.1, 5, -7%, 0, 0.0, 10%[11.4 µM], 1%, ., 20%[11.4 µM]
Cc1onc(-c2ccccc2)c1C(=O)N1CCN(S(=O)(=O)c2ccccc2Br)CC1
 : 0.4, 0, -15%, -3, ., -4%, -22%, ., 5%
NS(=O)(=O)c1ccc(CCNC(=O)CSc2ccccc2)cc1
 : -0.4, -3, 3%, -3, -0.3, 6%, -7%, -3, 45%[57.1 µM]
COc1ccc(-c2cn3nc(N4CCC(C(=O)NCc5ccc(F)cc5)CC4)sc3n2)cc1
 : 0.5, 5, -2%, 1, -0.5, 2%, -4%, ., 21%
Cc1cccc(Nc2nnc(-n3nc(C)cc3C)c3ccccc23)c1
 : -1.0, 1, 8%, -7, 8.8, -5%, ?, ., 0%
O=C(COc1ccc(Br)cc1)N1CCNC1=O
 : -0.3, -6, -3%, 4, 0.7, 0%, -17%, 1, 12%
Cc1ccc(C(=O)N(CCCN(C)C)c2nc3ccc(Cl)cc3s2)cc1C
 : 1.2, 4, 8%, -4, 1.5, -1%, -14%, -16, 2%
O=C(O)Cc1sc(-c2ccccc2)nc1-c1ccccc1
 : ., ., -9%, 2, ., 8%, -12%, ., 14%
COc1cc(NC(=O)C(NS(=O)(=O)c2ccc3c(c2)CCCC(=O)N3)C(C)C)cc(OC)c1 (stereo unspecified)
 : 0.0, -6, 9%, -3, 0.3, -2%[57.1 µM], -17%, ., 6%[57.1 µM]
N#CCC(=O)Nc1ccc(C(=O)NCc2cccc(Cl)c2)cc1
 : 0.0, -5, -7%, 2, 0.0, -2%, -18%, 6, 24%
Cc1ccc(-c2c(C)n3c4c(=O)n(C)c(=O)n(C)c4nc3n2CCO)cc1
 : 0.8, 24, 28%, -2, 0.8, 1%[57.1 µM], 0%, ., 6%[57.1 µM]
N#Cc1cc2c(=O)n3ccccc3nc2n(Cc2cccnc2)c1=O
 : ., ., 9%, 4, ., ., -20%, ., ?
CC(C)C1N=C(c2ccc3c(c2)OCO3)CC(c2ccccc2O)N1 (stereo unspecified)
 : 1.3, 0, -1%, -4, 0.4, -3%, -20%, 3, -5%
O=C(COC(=O)c1cccc([N+](=O)[O-])c1)c1ccc(OCc2ccccc2)cc1
 : 0.0, 7, 2%, -5, -2.5, -11%, -19%, -5, -6%

Structural class: those above containing an aryl thioether with sulfur outside any ring.
Results follow in this order: TRHR ag, TRHR enhancer, mIDH1 inhibitor, PI4K2A block, D2 ag, TrxR1 substrate, USP1 inh, D2 antag, rTrxR1 inhibitor
Cc1nnc(SCc2ccccc2Cl)n1CC1CCCO1 (stereo unspecified)
 : ., ., 3%, 1, ., -10%, -6%, ., -8%
COc1ccc(-c2cc(-c3ccccc3)nc(SCC(=O)Nc3ccccc3C)c2C#N)cc1
 : 0.1, 5, -7%, 0, 0.0, 10%[11.4 µM], 1%, ., 20%[11.4 µM]
NS(=O)(=O)c1ccc(CCNC(=O)CSc2ccccc2)cc1
 : -0.4, -3, 3%, -3, -0.3, 6%, -7%, -3, 45%[57.1 µM]

Following part.
Results follow in this order: TRHR ag, TRHR enhancer, mIDH1 inhibitor, PI4K2A block, D2 ag, TrxR1 substrate, USP1 inh, D2 antag, rTrxR1 inhibitor
CCc1cccc2c(-c3ccc(F)cc3)nc(SCC(=O)Nc3ccccc3)nc12
 : 0.8, 2, 0%, 0, 1.7, -10%, 9%, ., -3%
O=C(NCC1CCCO1)C(c1ccccn1)N(Cc1ccccc1Cl)C(=O)CN1C(=O)c2ccccc2S1(=O)=O (stereo unspecified)
 : 3.3, 2, -15%, 1, 2.5, 1%[57.1 µM], -21%, -3, 7%[57.1 µM]
CC(C)CC(=O)Nc1c2c(nn1-c1ccc([N+](=O)[O-])cc1)CS(=O)(=O)C2
 : 1.3, 7, -7%, -1, -0.4, 3%, -10%, -9, 10%
COc1ccccc1OCCCCCNCCO
 : -0.3, -1, -2%, 3, -1.7, 7%, -10%, -9, -13%
Nc1nc(=O)n(C2CC(O)C(CO)O2)cc1F (stereo unspecified)
 : ., ., 3%, -2, ., -17%[11.4 µM], -18%, ., -31%[11.4 µM]
CCCC1Cc2c(sc(N)c2C#N)CO1 (stereo unspecified)
 : -0.7, 5, 10%, -1, 1.2, 2%, -22%, -7, -4%
O=C(COC(=O)c1ccc(Cl)cc1)NC(=O)NC1CCCC1
 : 0.1, 0, 6%, 1, -0.2, -1%[57.1 µM], -24%, -5, 2%[57.1 µM]
O=C(Nc1ccnn1C1CCN(C(=O)c2ccc(C(F)(F)F)cc2)CC1)C1CC1
 : 0.2, -9, 6%, -2, 0.4, 0%, -17%, -20, 15%
CC12c3ccccc3C(c3ccccc31)C1C(=O)N(c3cccnc3)C(=O)C12 (stereo unspecified)
 : -0.4, -3, 7%, 5, -2.2, 1%, -16%, -1, 10%
N#CCCn1cc(/C=C(\C#N)c2nc3ccccc3s2)c(-c2ccc(F)cc2)n1
 : 0.4, 10, -2%, 1, -0.4, 8%[57.1 µM], -15%, -4, 2%[57.1 µM]
CCCCNc1cc(C)nc(NCc2ccccc2)n1
 : 15, -15, 5%, -9, 10, 1%, 0%, 14, 6%
Cc1ccc(NS(=O)(=O)c2cccc(C(=O)n3ncc(C#N)c3N)c2)c(C)c1
 : 0.1, -2, 2%, -2, 0.3, 12%[57.1 µM], -2%, -2, 14%[57.1 µM]
CCS(=O)(=O)N1Cc2ccccc2CC1C(=O)Nc1ccc(OC)cc1OC (stereo unspecified)
 : -0.3, 4, 5%, -2, 0.8, -5%, -5%, -12, 9%[57.1 µM]
CC(=Nc1cccc(C)c1)c1sc2ccccc2c1O
 : 15, 7, 3%, -1, 1.2, 3%, ?, 21, 9%
O=C(NC(=S)Nc1ccc(CN2CCOCC2)cc1)c1ccccc1[N+](=O)[O-]
 : 0.2, 4, -10%, -1, ., 2%, -14%, ., -7%
Cc1ccccc1-c1cc(C(=O)NCc2ccco2)n(CC2CC(c3cccnc3)=NO2)n1 (stereo unspecified)
 : -1.4, 3, 1%, 0, -2.1, 1%, -14%, 16, ?
O=C(CSc1nc2nccnc2c(=O)n1Cc1cccs1)Nc1ccccc1F
 : -0.5, 3, -7%, 0, 0.1, -1%, -23%, 2, 17%
CCNc1nc(NCC)nc(Oc2ccc(OCc3ccccc3)nn2)n1
 : 0.5, 7, ., ., -0.4, ., ., -8, .
Cc1nn(C)cc1/C=N/NC(=O)c1sc2ccccc2c1Cl
 : -0.6, -8, 2%, -7, 0.7, -11%, 0%, 14, -7%
CC1CCC(C(C)C)C(OC(=O)C[n+]2cc(-c3ccc(Cl)cc3)n3c2CCC3)C1 (stereo unspecified)
 : -0.1, -12, 5%, 4, -0.7, 3%, -9%, -18, 21%
Cc1ccc(NC(=O)CCCn2c(=O)c3cccn3c3ccccc32)cc1C
 : -0.4, -9, -6%, 1, 0.5, -1%, -11%, ., 8%
COc1ccc(C)cc1NC(=O)CC(NC(C)=O)c1ccccc1 (stereo unspecified)
 : -0.1, 13, 15%, 2, ., 3%, -22%, ., 20%
O=C(O)/C=C/c1coc2ccccc2c1=O
 : -0.4, 6, -5%, -9, 11, -1%, -11%, -2, 11%
CCCC1=Nc2cc(C(=O)NCc3ccc(OC)cc3)ccc2Sc2ccc(C)cc21
 : 1.2, 8, -7%, -3, 0.5, 2%, -23%, ., ?
